Bioassay records from PubChem BioAssay.
Tn6 DDE FP – DD(E)-Tn6 binding inhibition, primary FP screen | Fibrin DD(E) TRITC-Tn6 fluorescence polarization displacement | actives 0.21% (n = 370,000) | inhibition, % at 8.3 µM;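 active = inhibition above a per-campaign cutoff: mean of compounds within control limits plus 3 SD, cut at about 15% in these data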;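 also: 0% = median of all compound wells on the plate and 100% = blocking peptide control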
Target sequence (P02675 whole entry, looked up): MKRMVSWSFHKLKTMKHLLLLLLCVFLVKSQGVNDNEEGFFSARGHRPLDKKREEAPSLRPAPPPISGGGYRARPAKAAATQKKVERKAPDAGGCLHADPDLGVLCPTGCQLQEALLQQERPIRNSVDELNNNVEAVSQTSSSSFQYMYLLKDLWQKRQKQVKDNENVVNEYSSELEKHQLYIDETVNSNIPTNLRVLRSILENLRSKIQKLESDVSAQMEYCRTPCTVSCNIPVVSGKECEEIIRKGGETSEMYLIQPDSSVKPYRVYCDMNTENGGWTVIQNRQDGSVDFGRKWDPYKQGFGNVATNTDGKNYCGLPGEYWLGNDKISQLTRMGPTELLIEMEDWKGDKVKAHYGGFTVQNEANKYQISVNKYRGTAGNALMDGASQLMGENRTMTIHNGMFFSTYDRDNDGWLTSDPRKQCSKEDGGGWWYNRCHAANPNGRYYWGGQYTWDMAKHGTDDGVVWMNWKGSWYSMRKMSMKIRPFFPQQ
TDP2 inh – blocks human TDP2 phosphodiesterase activity | inhibition, % at 12.8 µM | actives 0.34% (n = 370,000) | recombinant TDP2, T5PNP hydrolysis, p-nitrophenol absorbance 415 nm;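 active = inhibition above the mean of all tested compounds plus 3 SD, set per campaign, cut at about 25% in these data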;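 also: 0% = DMSO with enzyme and 100% = buffer with substrate but no TDP2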
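System: recombinant human TDP2 / Amount: 120 nM TDP2 per well / Also added: 5 mM T5PNP chromogenic substrate / Doses: 12.8 µM single point, 1% DMSO / Incubation: 2 h at 37 °C / Detection: p-Nitrophenol epi absorbance / Evaluation: % inhibition relative to enzyme-containing and enzyme-free wells / Repeats: singlicate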
Tn7 DDE FP – inhibitors of Tn7 peptide binding to human fibrin DD(E); P02675; FP displacement of FITC-Tn7 peptide from fibrin DD(E); 0% = median of compound wells per plate; inhibition, % at 8.3 µM; actives 0.13% (n = 370,000); AID 720508;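 active = inhibition above the mean of compounds falling within the control limits plus 3 SD of them, cut at about 14% in these data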;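 also: 0% = plate median of compound wells and 100% = 10 µM Aha-Tn7 peptide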
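Assay system: Fibrin-DD(E) protein isolated from polymerized human fibrin clots; read-out basis: percent inhibition; medium: Tris/NaCl/CaCl2 buffer, pH 7.8; signal: FP measurement; incubation: 10 min plus 3 h, room temperature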
SIAE primary – human SIAE inhibition, primary screen; Q9HAT2; SIAE FP-Rh probe binding, fluorescence polarization; inhibition, % at 9.66 µM; actives 0.69% (n = 370,000); AID 1053197;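 active = inhibition above a cutoff: mean of compounds within the control limits plus 3 SD of those, cut at about 17% in these data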;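 also: 0% = plate median of compound wells and 100% = probe without SIAE protein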
PRMT1 FP inh – inhibitors of human PRMT1. Q99873. recombinant PRMT1, activity-based probe fluorescence polarization. inhibition, % at 2.79 µM. actives 1.3% (n = 370,000). AID 652257;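 active = inhibition above about 21% made by adding two undisclosed values, limit read from the data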
LEDGF integ inh – blocks HIV-1 LEDGF/p75-dependent DNA integration. TR-FRET IN-LEDGF/p75 DNA integration, Eu/Cy5. inhibition, % at 3.7 µM. actives 0.64% (n = 370,000);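 active = inhibition above the screen-wide mean plus 3 SD, cut at about 13% in these data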;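 also: signal is the Cy5 over europium emission ratio at 671 and 618 nm; 0% = plate median of compound wells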
MBD2 inh – blocks human MBD2 binding to methylated DNA. Q9UBB5. TR-FRET, MBD2 binding to methylated oligonucleotide. inhibition, % at 4.4 µM. actives 0.31% (n = 370,000). AID 686964; in the data active = inhibition above about 13%
Target sequence (Q9UBB5 whole entry, looked up): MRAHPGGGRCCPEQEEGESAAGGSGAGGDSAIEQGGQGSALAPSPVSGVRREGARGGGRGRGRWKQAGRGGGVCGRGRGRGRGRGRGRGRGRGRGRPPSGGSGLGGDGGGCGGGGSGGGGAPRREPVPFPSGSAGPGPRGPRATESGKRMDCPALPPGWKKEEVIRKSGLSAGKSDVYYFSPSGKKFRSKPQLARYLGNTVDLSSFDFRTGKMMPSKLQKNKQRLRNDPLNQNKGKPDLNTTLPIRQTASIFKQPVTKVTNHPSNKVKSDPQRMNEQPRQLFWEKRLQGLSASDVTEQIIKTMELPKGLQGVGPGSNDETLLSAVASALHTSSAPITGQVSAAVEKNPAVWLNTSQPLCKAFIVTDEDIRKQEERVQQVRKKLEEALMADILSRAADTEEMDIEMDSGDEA
TCR-CD3 inh – blocks the human TCR-CD3 interaction; actives 0.37% (n = 360,000); inhibition, % at 9.4 µM; TAMRA-labeled TCR probe fluorescence, biochemical; AID 651800; in the data active = inhibition above about 19%;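 also: recombinant mutant TCR 2C K166C tagged with TAMRA read by polarization; 0% = receptor in buffer alone and 100% = receptor with positive control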
proKLK7 act – activates the human kallikrein-7 zymogen. activation, % at 7 µM. purified proKLK7, EDANS-DABCYL substrate fluorescence; 100% is mature enzyme control, 0% vehicle. actives 0.9% (n = 370,000). P49862;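 active = activation above the mean of all tested compounds plus 3 SD, computed per campaign excluding outliers beyond control limits, cut at about 13% in these data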
UHRF1 binding – UHRF1 methyl-DNA binding inhibition | Q96T88 | UHRF1 binding to methylated oligo, TR-FRET | inhibition, % at 4.4 µM | actives 0.75% (n = 370,000) | AID 687016; in the data active = inhibition above about 21%;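 also: UHRF1 SRA domain binding a hemimethylated CpG hairpin DNA probe; 0% = median of test compound wells and 100% = reference inhibitor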
* hit, by the source's call; x = not tested or not shown.

Tn6 DDE FP,TDP2 inh,Tn7 DDE FP,SIAE primary,PRMT1 FP inh,LEDGF integ inh,MBD2 inh,TCR-CD3 inh,proKLK7 act,UHRF1 binding,Compound
5.7,2.4,5.1,-1.9,2.8,-2.0,-2.8,4.1,-0.4,1.3,Cc1ccc(CNC(=O)CN(c2ccc(C)cc2)S(=O)(=O)c2c(C)n[nH]c2C)cc1
-2.9,-0.5,3.2,6.0,0.1,0.6,0.4,11.2,0.9,1.3,CCn1c(C(=O)O)c(CC(=O)Nc2ccccc2F)c2ccccc21
-7.4,-2.2,-7.5,-5.3,-0.7,2.3,0.7,0.1,0.5,0.6,CC(=O)c1ccc(NC(=O)C(C)n2c3ccccc3c3nc(=O)cc(C)n32)cc1 (stereo unspecified)
0.8,-13.6,-1.5,-3.9,-7.1,5.8,1.0,-1.7,-0.3,2.5,CCn1c(CN2CCC(C)CC2)nc2cc(S(=O)(=O)N3CCCCC3)ccc21
2.6,9.7,-1.1,-7.8,-4.2,2.9,-1.7,4.5,-0.1,-0.5,CCOC(=O)C1=C(COC(=O)c2ccccc2[N+](=O)[O-])NC(=O)NC1C (stereo unspecified)
-2.3,3.8,4.4,-3.1,0.4,-0.8,4.6,-8.0,-0.3,2.9,CC(C)CC(=O)NC(=S)Nc1cc(C(F)(F)F)ccc1N1CCOCC1
2.9,9.9,-5.0,-3.7,2.3,-3.6,0.4,-6.9,0.0,-1.1,N/C(=N\c1nc2ccccc2o1)NC(=O)c1ccccc1Br
3.7,-6.1,-3.2,2.8,-1.0,0.3,4.2,-1.6,0.4,0.4,O=C(Nc1ccc(Oc2ncccn2)cc1)c1ccco1
-0.3,6.9,1.6,7.8,2.5,-1.3,-6.5,-5.2,-0.1,1.1,O=C(CN1C(=O)NC2(CCc3ccccc32)C1=O)c1cccs1 (stereo unspecified)
4.7,-2.0,2.8,2.2,7.7,-0.3,-3.3,5.2,0.4,0.1,CN1C[C@H](C(=O)NC2(C)OC3(O)[C@@H]4CCCN4C(=O)[C@H](Cc4ccccc4)N3C2=O)CC2c3cccc4[nH]cc(c34)C[C@H]21 (stereo partly specified)
1.1,8.4,4.2,1.3,4.5,-1.5,-6.4,-2.2,-0.5,-0.5,CCOC(=O)c1ccc(N2CCOCC2)c(NC(=O)c2ccc3c(c2)OCO3)c1
1.4,-12.0,15.3*,-0.5,0.8,-4.9,-6.6,2.5,-0.1,-2.2,COc1ccc(CCC(=O)N2CCN(c3ccccc3)CC2)cc1OC
8.0,11.0,-3.3,-6.2,-1.0,-1.1,13.9*,-6.4,5.9,13.7,COc1cc2nc(N3CCNCC3)nc(N)c2cc1OC
-3.0,-1.8,-5.8,-4.3,11.9,3.5,2.5,-1.9,0.2,5.7,CCOC(=O)c1ccc(NC(=S)Nc2ccc(Br)cc2N)cc1
1.4,-10.5,-1.0,8.3,9.1,4.5,1.5,12.3,-1.0,-3.4,CC(C)(C)c1ccc(-c2n[nH]c(=S)n2/N=C/c2ccncc2)cc1
-5.5,1.0,3.6,2.1,-2.1,1.3,8.9,x,0.1,15.4,COC(=O)C1CN(Cc2cn(Cc3ccc(F)cc3)nn2)CCS(=O)(=O)N1Cc1ccccc1 (stereo unspecified)
5.6,-6.1,-1.0,4.3,2.7,-4.4,1.7,-4.2,0.2,1.8,COCc1cc(N2CCOCC2)nc(SCc2ccc(Cl)cc2)n1
-1.0,-7.6,-10.8,-5.7,-3.2,4.1,-1.0,-4.2,-4.9,-1.4,CCOC(=O)CNC(=O)c1cc2c(=O)[nH]c3ccc(C)cc3c2s1
0.3,-2.7,-4.1,-5.1,-3.9,-0.2,-0.7,-0.3,-0.5,0.1,CCN(CC(=O)Nc1cccc(C(C)=O)c1)S(=O)(=O)c1ccccc1
-1.9,-0.8,2.4,6.2,-5.0,-1.9,-2.3,2.8,-0.1,-1.5,COc1ccccc1-n1nnnc1SCC(=O)Nc1ccccc1
10.8,-3.4,2.7,4.3,6.5,-1.1,-3.8,7.3,-2.8,-4.0,Cc1ccc(-c2c(C#N)c(N)nc3c2CCCCC3)o1
5.1,-11.9,0.1,-0.2,0.8,-5.1,0.2,-4.0,0.0,6.9,Cc1ccc(N(CCC#N)C(=O)COC(=O)C2=COCCO2)cc1
-8.3,-6.8,4.9,-70.6,-4.8,0.3,-2.5,4.8,-0.6,0.1,CN(c1ccc(OCC(=O)OCC(=O)Nc2ccc(Br)cc2)cc1)S(=O)(=O)c1cccs1
-5.9,3.6,-2.2,5.2,14.6,2.2,-0.1,1.6,-0.2,-3.9,Cc1ccc(C)c(C2=NNC(=NCc3ccccc3)SC2)c1
5.7,-12.1,-2.2,0.9,-0.3,-4.3,-1.5,5.3,0.1,1.9,OC(C#CCN1CCOCC1)(c1ccccc1)C1CCCCC1 (stereo unspecified)

Limited to LEDGF integ inh, TCR-CD3 inh and Tn6 DDE FP (3 entries from above):
mol	LEDGF integ inh	TCR-CD3 inh	Tn6 DDE FP
CC(=O)c1ccc(NC(=O)C(C)n2c3ccccc3c3nc(=O)cc(C)n32)cc1 (stereo unspecified)	2.3	0.1	-7.4
Cc1ccc(C)c(C2=NNC(=NCc3ccccc3)SC2)c1	2.2	1.6	-5.9
CCOC(=O)CNC(=O)c1cc2c(=O)[nH]c3ccc(C)cc3c2s1	4.1	-4.2	-1.0

New compounds follow
Tn6 DDE FP,TDP2 inh,Tn7 DDE FP,SIAE primary,PRMT1 FP inh,LEDGF integ inh,MBD2 inh,TCR-CD3 inh,proKLK7 act,UHRF1 binding,Compound
2.2,-9.7,-3.2,-3.1,-3.6,0.7,0.4,3.9,0.8,0.6,CCN(Cc1ccccc1)C(=O)CC(=O)N(CC)Cc1ccccc1
-5.4,5.3,-8.2,3.3,1.8,0.9,-0.1,-8.5,2.0,-1.6,CCOC(=O)CSc1nc(C)c2cc(OC)ccc2n1
8.2,0.4,-5.0,7.8,-0.2,3.3,-7.4,4.2,0.8,-5.9,COc1ccc(/C=C/C(=O)C2C(=O)C=C(C)OC2=O)cc1O (stereo unspecified)
11.5,7.0,5.9,0.0,-0.8,-1.5,-2.9,1.2,0.1,0.2,CC1CC(C)C(=O)C(C(CC2CC(=O)NC(=O)C2)OC(=O)CC(=O)c2ccccc2)C1 (stereo unspecified)
-1.7,-3.4,-0.5,-36.6,-1.3,-3.0,-3.7,7.1,-1.6,-0.7,CC(NC(=O)COC(=O)c1cn(-c2ccccc2)nc1-c1cccs1)c1ccccc1 (stereo unspecified)
2.5,-5.2,0.0,-6.2,-0.9,-1.5,-1.4,8.6,0.3,-1.6,Cc1ccc(C(=O)NNC(=O)c2csc(N3CCOCC3)n2)s1
0.0,-9.5,-0.8,0.6,1.0,0.7,0.2,-0.4,0.7,15.6,C=CCOC(=O)C1=C[C@@H](c2ccc(C(F)(F)F)cc2)C[C@@H](OCCCCO)O1
-7.5,0.6,1.5,-3.8,0.5,-1.8,-0.1,0.9,0.1,0.6,O=C(Oc1ccc(/C=N/NC(=O)c2ccccc2O)cc1)c1ccccc1
-3.6,-8.6,-6.1,15.0,-3.6,3.4,3.6,-4.9,-0.3,7.4,O=C(Nc1ccc(-c2csc(Nc3ccc(Cl)cc3)n2)cc1)c1cc([N+](=O)[O-])cc(C(F)(F)F)c1
1.6,16.1,-0.5,7.7,-3.8,1.4,2.9,2.5,0.1,4.4,O=C1c2ccc([N+](=O)[O-])cc2S(=O)(=O)N1Cc1ccccc1
0.1,-2.2,3.2,2.8,-0.8,-4.9,4.2,8.0,0.1,-1.3,O=C(O)CC1(CC(=O)Nc2ccc3c(c2)C(=O)OC3)CCCCC1
-2.3,-8.8,0.7,-3.0,1.2,3.2,2.5,2.2,0.0,1.5,Cc1cc(-n2c(C)cc(C(=O)CSc3nc(N)cc(=O)[nH]3)c2C)no1
-8.4,-21.4,2.8,1.8,-2.1,-1.3,-0.2,7.2,2.1,-0.4,Cc1ccccc1C1c2[nH]c3ccccc3c2C[C@H]2C(=O)N(C3CCN(Cc4ccccc4)CC3)CC(=O)N12 (stereo partly specified)
4.7,-0.2,-3.6,5.7,0.9,0.6,-2.6,0.4,0.2,-1.6,COc1ccc(NC(=O)CSCC(=O)Nc2nnc(CC(C)C)s2)cc1
-10.1,-6.2,-2.8,-8.0,6.4,-6.4,0.8,4.2,0.0,4.6,COc1ccc(OC)c(C(=O)CSc2nnnn2C)c1
0.8,6.7,6.8,-15.7,-2.5,-0.8,3.0,-2.0,-0.2,-3.7,Fc1ccccc1CNC(=S)Nc1cccc(C(F)(F)F)c1
-2.8,-2.2,1.8,-5.8,-2.2,1.3,2.2,5.1,-1.1,-2.0,COC(=O)C1=C(C)N(CCCC(=O)O)C(=O)NC1c1ccccc1OS(=O)(=O)c1ccccc1[N+](=O)[O-] (stereo unspecified)
0.4,-10.2,5.0,-5.1,-0.2,-0.9,-3.9,4.1,0.5,-1.6,Cc1cc(C(=O)COC(=O)C2=NNC(=O)CC2)c(C)n1-c1ccc(OC(F)F)cc1
-6.0,5.8,-1.2,17.0,-0.8,0.7,-3.5,-3.2,0.0,2.9,N#CCCCCN1CCCC1
-0.9,7.9,8.1,-9.4,1.2,-1.4,1.4,5.2,-0.4,0.1,COc1ccc(CN=C(NS(=O)(=O)c2cccs2)SC)cc1
-7.8,6.0,6.8,-15.3,-3.3,-0.3,1.7,2.7,24.4*,-2.0,CCOc1ccc(-c2cc(C(=O)NCCCN3CCCC3)c3ccccc3n2)cc1
3.0,4.9,2.1,-3.4,-1.4,0.0,3.8,12.3,-0.1,0.2,CC1(C)Cc2c(cnn2-c2ccccc2)C(NC(=O)C2(C(N)=O)CC2)C1 (stereo unspecified)
3.1,-2.5,-3.3,2.9,-1.2,1.0,0.8,3.4,0.1,10.8,CCN(CC(=O)Nc1ccc(Br)c(C)c1)CC(=O)NC(C)C
4.6,-0.1,8.1,5.6,-3.5,3.2,10.2,3.4,0.6,19.2,Cc1cccc(CN2CCN(C3CN(Cc4cn(Cc5cccc(Cl)c5)nn4)S(=O)(=O)C3)CC2)c1 (stereo unspecified)
-5.2,8.2,7.3,-1.6,5.0,-1.6,-1.6,-5.2,-0.6,2.0,O=C1CSC(c2cccnc2)N1Cc1ccc(Cl)c(Cl)c1 (stereo unspecified)
7.9,4.3,-1.6,1.2,1.3,2.2,-4.7,1.4,0.1,2.0,CCC(CC)c1nnc(NC(=O)c2cc([N+](=O)[O-])ccc2N2CCOCC2)s1
-1.9,5.5,-4.1,-3.0,1.5,-2.1,0.2,-1.0,-0.4,-1.0,CCCc1nc2c(=O)n(C)c(=O)[nH]c2n1CCC
5.5,0.1,-0.2,4.9,7.3,-2.5,1.2,-4.0,0.7,5.8,COc1cc(NC(=O)COc2cc3oc(=O)cc(C)c3cc2Cl)cc(OC)c1OC
